Compound activity deposited in PubChem BioAssay by Broad Institute.
BioA inh – inhibitors of Mycobacterium tuberculosis BioA enzyme; inhibition, % at 9.99 µM; purified M. tuberculosis BioA enzyme, plate reader; hit rate 0.096% among 360,000; in the data active = inhibition above about 40%
An asterisk follows results filed as active; & = joins results of further samples. Not all compounds are listed, so the mix of outcomes need not match the whole.

What do the screens show for `C[C@@H]1CN([C@@H](C)CO)C(=O)c2cc(NC(=O)Nc3ccc(C(F)(F)F)cc3)ccc2O[C@@H](C)CCCCO[C@@H]1CN(C)Cc1ccc2c(c1)OCO2`?
BioA inh: -3.8

How did C[C@H](CO)N1C[C@H](C)[C@@H](CN(C)Cc2ccc(C(F)(F)F)cc2)Oc2ccc(NC(=O)c3ccncc3)cc2CC1=O do in these assays?
BioA inh: 0.8

How did CN(C)CCCNC(=O)[C@H]1[C@H](CO)[C@H]2Cn3c(ccc(-c4ccccc4)c3=O)[C@H]2N1C do in these assays?
BioA inh: 1.6

What do the screens show for `C[C@@H]1CN([C@@H](C)CO)C(=O)Cc2cc(NC(=O)Cn3cnnn3)ccc2O[C@@H]1CN(C)C(=O)Nc1ccc2c(c1)OCO2`?
BioA inh: 0.5

What do the screens show for `CCCN(C)C[C@H]1OCCCC[C@@H](C)Oc2ccc(NS(=O)(=O)c3ccccc3)cc2C(=O)N([C@H](C)CO)C[C@H]1C`?
BioA inh: -0.6

How did COc1ccc(S(=O)(=O)Nc2ccc3c(c2)C(=O)N([C@H](C)CO)C[C@@H](C)[C@H](CN(C)S(=O)(=O)c2ccccc2)O3)cc1 do in these assays?
BioA inh: -1.3

How did C[C@@H]1CCCCO[C@@H](CN(C)CC2CCCCC2)[C@H](C)CN([C@H](C)CO)C(=O)c2cc(NS(=O)(=O)c3cn(C)cn3)ccc2O1 do in these assays?
BioA inh: 0.7

What do the screens show for `COc1ccc(CN(C)C[C@@H]2Oc3ccc(NC(=O)c4ccncc4)cc3CC(=O)N([C@H](C)CO)C[C@@H]2C)cc1`?
BioA inh: 0.5

What do the screens show for `C[C@H](CO)N1C[C@H](C)[C@@H](CN(C)CC2CCCCC2)OCc2cnnn2CCCC1=O`?
BioA inh: -2.2

What do the screens show for `O=C(O)C[C@@H]1C[C@H]2c3cc(NC(=O)C4CCC4)ccc3O[C@H]2[C@H](CO)O1`?
BioA inh: -0.9

What do the screens show for `C[C@@H]1CN([C@@H](C)CO)S(=O)(=O)c2ccc(-c3cncnc3)cc2O[C@H]1CN(C)Cc1cncnc1`?
BioA inh: 5.4

How did C[C@@H]1CCCCO[C@@H](CN(C)Cc2ccc(C(=O)O)cc2)[C@@H](C)CN([C@@H](C)CO)C(=O)c2cc(NS(=O)(=O)c3ccc(F)cc3)ccc2O1 do in these assays?
BioA inh: 1.8

Results for Cc1ccccc1NC(=O)Nc1ccc2c(c1)C(=O)N(C)[C@H]1CC[C@@H](CC(=O)O)O[C@H]1CO2 ?
BioA inh: 4.4

How did CCC(=O)N1[C@H](CN(C(C)C)S(C)(=O)=O)[C@H](c2ccccc2)[C@@H]1CO do in these assays?
BioA inh: 3.9

How did O=C(C1CCC1)N1CCCCN2[C@@H](CO)[C@@H](c3ccc(C#CC4(O)CCCC4)cc3)[C@@H]2C1 do in these assays?
BioA inh: 6.6

How did C[C@@H]1CCCCO[C@@H](CN(C)S(=O)(=O)c2cn(C)cn2)[C@H](C)CN([C@@H](C)CO)C(=O)c2cc(NC(=O)c3ccccc3)ccc2O1 do in these assays?
BioA inh: 0.6

How did CC(C)C#Cc1cnc2c(c1)C(=O)N([C@@H](C)CO)C[C@@H](C)[C@@H](CN(C)C(=O)Cc1ccncc1)O2 do in these assays?
BioA inh: -1.8

How did CC=Cc1ccc2n(c1=O)C[C@H]1[C@H](CO)[C@@H](C(=O)N3CCc4ccccc4C3)[C@@H]2N1Cc1ccccc1 (mixture of isomers) do in these assays?
BioA inh: 1.5

What do the screens show for `CCNC(=O)Nc1ccc2c(c1)C(=O)N(C)[C@@H]1CC[C@@H](CC(=O)NCC3CCCCC3)O[C@H]1CO2`?
BioA inh: -1.6

What do the screens show for `O=C(C[C@H]1CC[C@H]2[C@@H](COC[C@H](O)CN2C(=O)Nc2ccc(Cl)cc2)O1)NCC1CCCCC1`?
BioA inh: -2.0

Results for C[C@@H]1CN([C@H](C)CO)C(=O)Cc2cc(NS(=O)(=O)c3ccc(F)cc3)ccc2O[C@@H]1CN(C)S(=O)(=O)c1ccc(F)cc1 ?
BioA inh: 4.1

Results for C[C@@H]1CN([C@@H](C)CO)C(=O)c2cccc(NC(=O)Nc3ccccc3)c2O[C@@H]1CN(C)C ?
BioA inh: 0.0

Results for C[C@@H](NC(=O)C[C@@H]1C[C@@H]2c3cc(NC(=O)C4CCOCC4)ccc3O[C@@H]2[C@@H](CO)O1)c1ccccc1 ?
BioA inh: -0.4

What do the screens show for `Cc1ccc(S(=O)(=O)N(C)C[C@@H]2OCCCC[C@@H](C)Oc3ccc(NC(=O)Nc4ccc5c(c4)OCO5)cc3C(=O)N([C@H](C)CO)C[C@H]2C)cc1`?
BioA inh: -2.4

Results for C[C@@H]1CCCCO[C@@H](CN(C)Cc2ccccc2)[C@@H](C)CN([C@@H](C)CO)C(=O)c2cc(NC(=O)Nc3ccc(C(F)(F)F)cc3)ccc2O1 ?
BioA inh: -1.0

How did C[C@@H]1CCCCO[C@@H](CN(C)C)[C@H](C)CN([C@@H](C)CO)C(=O)c2cc(NS(=O)(=O)c3ccc(F)cc3)ccc2O1 do in these assays?
BioA inh: -0.3

What do the screens show for `COc1ccc(S(=O)(=O)Nc2ccc3c(c2)C(=O)N([C@H](C)CO)C[C@@H](C)[C@@H](CN(C)S(=O)(=O)c2ccc(F)cc2)OCCCC[C@H](C)O3)cc1`?
BioA inh: -2.4

Results for C[C@@H]1CN([C@@H](C)CO)C(=O)c2cc(NS(=O)(=O)c3ccc(Cl)cc3)ccc2O[C@@H](C)CCCCO[C@@H]1CN(C)CC1CCCCC1 ?
BioA inh: -0.4

What do the screens show for `CN1[C@@H]2c3ccc(C4=CCCC4)c(=O)n3C[C@@H]2[C@@H](CO)[C@@H]1C(=O)NC1Cc2ccccc2C1`?
BioA inh: -1.9

How did CO[C@@H]1CN(C)C(=O)c2cc(NC(=O)C3CCC3)ccc2OC[C@@H](C)N(Cc2nccs2)C[C@@H]1C do in these assays?
BioA inh: 3.0

What do the screens show for `CN1c2ccc(-c3ccc(C#N)cc3)cc2[C@H]2[C@H](CCN2C(=O)C2CCCCC2)[C@@H]1CO`?
BioA inh: 0.7

What do the screens show for `CCNC(=O)C[C@H]1CC[C@H]2[C@@H](COc3ccc(NC(=O)Nc4ccc(C)cc4)cc3C(=O)N2C)O1`?
BioA inh: -1.9

What do the screens show for `C[C@H]1CN([C@@H](C)CO)C(=O)Cc2cc(N(C)C)ccc2O[C@@H]1CN(C)C(=O)Nc1ccc2c(c1)OCO2`?
BioA inh: 0.8

How did Cc1noc(C)c1NC(=O)N(C)C[C@@H]1Oc2ncc(C#CCN(C)C)cc2C(=O)N([C@H](C)CO)C[C@@H]1C do in these assays?
BioA inh: -1.7&-1.6

What do the screens show for `CCCNC(=O)N1C[C@@H](O)COC[C@H]2O[C@@H](CC(=O)N[C@H]3CCN(Cc4ccccc4)C3)CC[C@@H]21`?
BioA inh: 0.7

Results for CNC(=O)C[C@@H]1CC[C@@H]2[C@H](COC[C@@H](O)CN2C(=O)c2ccc3c(c2)OCO3)O1 ?
BioA inh: -1.9

How did CNC[C@H]1Oc2cc(C#CC3CCCCC3)ccc2S(=O)(=O)N([C@H](C)CO)C[C@@H]1C do in these assays?
BioA inh: 1.4

How did O=C(C[C@H]1CC[C@H]2[C@@H](COC[C@@H](O)CN2CC2CCOCC2)O1)NCC1CC1 do in these assays?
BioA inh: -0.5

What do the screens show for `CCCN1[C@@H]2c3ccc(-c4ccccc4)c(=O)n3C[C@@H]2[C@@H](CO)[C@@H]1C(=O)OC`?
BioA inh: -1.1

How did CCNC(=O)C[C@H]1CC[C@H]2[C@H](COc3ccc(NC(=O)Cc4cccs4)cc3C(=O)N2C)O1 do in these assays?
BioA inh: -2.3

Next part, starting with the last 6 of the part before.
What do the screens show for `CCCNC(=O)N1C[C@@H](O)COC[C@H]2O[C@@H](CC(=O)N[C@H]3CCN(Cc4ccccc4)C3)CC[C@@H]21`?
BioA inh: 0.7

Results for CNC(=O)C[C@@H]1CC[C@@H]2[C@H](COC[C@@H](O)CN2C(=O)c2ccc3c(c2)OCO3)O1 ?
BioA inh: -1.9

How did CNC[C@H]1Oc2cc(C#CC3CCCCC3)ccc2S(=O)(=O)N([C@H](C)CO)C[C@@H]1C do in these assays?
BioA inh: 1.4

How did O=C(C[C@H]1CC[C@H]2[C@@H](COC[C@@H](O)CN2CC2CCOCC2)O1)NCC1CC1 do in these assays?
BioA inh: -0.5

What do the screens show for `CCCN1[C@@H]2c3ccc(-c4ccccc4)c(=O)n3C[C@@H]2[C@@H](CO)[C@@H]1C(=O)OC`?
BioA inh: -1.1

How did CCNC(=O)C[C@H]1CC[C@H]2[C@H](COc3ccc(NC(=O)Cc4cccs4)cc3C(=O)N2C)O1 do in these assays?
BioA inh: -2.3

How did Cc1ccc(S(=O)(=O)N2C[C@H]3[C@@H](c4ccccc42)[C@H](CO)N3Cc2cccnc2)cc1 do in these assays?
BioA inh: -3.8

Results for C[C@@H]1CN([C@H](C)CO)S(=O)(=O)c2ccc(C#CC3(O)CCCC3)cc2O[C@@H]1CN(C)C(=O)Cc1ccncc1 ?
BioA inh: 2.1

Results for COc1ccc(-c2ccc3c(c2)O[C@H](CN(C)C(C)=O)[C@@H](C)CN([C@@H](C)CO)S3(=O)=O)cc1 ?
BioA inh: -0.2

How did C[C@H](CO)N1C[C@H](C)[C@H](CN(C)C(=O)C2CC2)Oc2cc(/C=C/c3ccccc3)ccc2S1(=O)=O do in these assays?
BioA inh: 5.7

What do the screens show for `C[C@@H]1CN([C@@H](C)CO)C(=O)c2cc(C#CC3(O)CCCC3)cnc2O[C@@H]1CN(C)C(=O)CC1CC1`?
BioA inh: -4.6

How did C[C@H]1CN([C@@H](C)CO)C(=O)c2ccccc2-c2ccccc2CO[C@@H]1CN(C)Cc1ccc(F)cc1 do in these assays?
BioA inh: 4.8

How did C[C@H](CO)N1C[C@H](C)[C@H](CN(C)C(=O)NC2CCCCC2)OCCCC[C@H](C)Oc2ccc(N(C)C)cc2C1=O do in these assays?
BioA inh: -2.7

How did C[C@H]1CN([C@@H](C)CO)C(=O)Cc2cc(NC(=O)CCC(F)(F)F)ccc2O[C@@H]1CN(C)Cc1ccccc1 do in these assays?
BioA inh: 2.8

What do the screens show for `C[C@@H]1CCCCO[C@H](CN(C)C(=O)CCC(F)(F)F)[C@@H](C)CN([C@H](C)CO)C(=O)c2cc(N(C)C)ccc2O1`?
BioA inh: -0.9

What do the screens show for `C[C@@H]1CN([C@@H](C)CO)C(=O)c2cc(NS(=O)(=O)c3ccc(Cl)cc3)ccc2O[C@@H](C)CCCCO[C@H]1CN(C)S(=O)(=O)c1ccc(F)cc1`?
BioA inh: -2.9

Results for COc1ccc(-c2ccc3c(c2)[C@@H]2[C@@H](CCN2S(=O)(=O)c2ccc(OC)cc2)[C@H](CO)N3C)cc1 ?
BioA inh: 1.4

How did COCC(=O)N(C)C[C@H]1Oc2cc(C#CCN(C)C)ccc2S(=O)(=O)N([C@H](C)CO)C[C@H]1C do in these assays?
BioA inh: -0.3

Results for CN1c2ccc(-c3ccccc3)cc2[C@@H]2[C@@H](CCN2C(=O)c2ccccc2)[C@H]1CO ?
BioA inh: 0.2

What do the screens show for `COCC(=O)Nc1ccc2c(c1)[C@@H]1C[C@H](CC(=O)NCC3CC3)O[C@@H](CO)[C@@H]1O2`?
BioA inh: -2.0

Results for C[C@@H]1CCCCO[C@H](CN(C)S(=O)(=O)c2cn(C)cn2)[C@@H](C)CN([C@@H](C)CO)C(=O)c2cc(NC(=O)C3CCCCC3)ccc2O1 ?
BioA inh: 1.5

How did CNC[C@@H]1Oc2cc(-c3cccnc3)ccc2S(=O)(=O)N([C@@H](C)CO)C[C@H]1C do in these assays?
BioA inh: -3.1

Results for COCC(=O)N(C)C[C@H]1Oc2ncc(-c3ccccc3OC)cc2C(=O)N([C@@H](C)CO)C[C@@H]1C ?
BioA inh: -6.4

Results for COc1ccc(NC(=O)Nc2ccc3c(c2)C(=O)N([C@H](C)CO)C[C@H](C)[C@@H](CN(C)S(=O)(=O)c2ccc(C)cc2)OCCCC[C@H](C)O3)cc1 ?
BioA inh: -5.3

Results for COC(=O)C[C@H]1CC[C@@H]2[C@H](COc3ccc(NC(=O)Nc4cccc(Cl)c4)cc3C(=O)N2C)O1 ?
BioA inh: 0.0

Results for C[C@@H]1CN([C@H](C)CO)C(=O)c2cc(NS(=O)(=O)c3ccc(F)cc3)ccc2O[C@H]1CN(C)C(=O)Nc1cccc2ccccc12 ?
BioA inh: 0.9

How did COCC(=O)Nc1ccc2c(c1)[C@H]1C[C@H](CC(=O)N[C@@H](C)c3ccccc3)O[C@@H](CO)[C@H]1O2 do in these assays?
BioA inh: -1.2

How did CCN(C[C@H]1N[C@H](CO)[C@@H]1c1ccc(-c2ccccc2)cc1)C(=O)COC do in these assays?
BioA inh: 5.5

Results for C[C@@H]1CN([C@@H](C)CO)C(=O)c2cccc(N(C)C)c2O[C@H]1CN(C)S(=O)(=O)c1ccccc1 ?
BioA inh: -0.1

Results for COc1ccc(NC(=O)Nc2cccc3c2O[C@H](CN(C)C(=O)Nc2ccc4c(c2)OCO4)[C@H](C)CN([C@H](C)CO)C3=O)cc1 ?
BioA inh: 0.6

How did C[C@H]1CN([C@@H](C)CO)S(=O)(=O)c2ccc(-c3ccccc3)cc2O[C@H]1CN(C)C(=O)C1CC1 do in these assays?
BioA inh: 2.4

What do the screens show for `C[C@H](CO)N1C[C@H](C)[C@H](CN(C)C(=O)CN(C)C)Oc2cc(-c3ccncc3)ccc2S1(=O)=O`?
BioA inh: -1.8

How did COc1cccc(NC(=O)N2C[C@@H](O)COC[C@@H]3O[C@H](CC(=O)NCCCN4CCOCC4)CC[C@H]32)c1 do in these assays?
BioA inh: -0.2

How did C[C@@H]1CN([C@@H](C)CO)S(=O)(=O)c2ccc(C#CCC3CCCC3)cc2O[C@H]1CN(C)Cc1ccc(C(=O)O)cc1 do in these assays?
BioA inh: 0.8

How did Cc1cccc(S(=O)(=O)N[C@H]2CC[C@H](CCn3cc(-c4ccccn4)nn3)O[C@H]2CO)c1 do in these assays?
BioA inh: -2.4

Results for C[C@@H]1CN([C@@H](C)CO)C(=O)c2cc(NC(=O)NC3CCCCC3)ccc2O[C@H]1CN(C)C(=O)Nc1ccccc1 ?
BioA inh: -1.9
